# Fam108B inh – blocks mouse Fam108B hydrolase in RBBP9 counter-screen. recombinant Fam108B, FP-Rh probe fluorescence polarization. inhibition, % at 9.51 µM. 0.33% of 300,000 active;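 active = inhibition above the screen mean inhibition plus 3 SD, computed separately per campaign, cut at about 18% in these data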;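 note: inhibitors lower polarization as less probe binds the enzyme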
# MEX-5 binding – C. elegans MEX-5 TCR-2 RNA binding activity; 0.38% of 300,000 active; Q9XUB2; MEX-5/FITC-TCR2 RNA binding, fluorescence polarization; stronger effect = lower value; activity score (negative = inhibition of binding), % at 10 µM;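 active = inhibition past about -25% in most replicates, and total fluorescence under double the plate's negative control median, limit read from the data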;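 note: 0% = DMSO and -100% = 5 µM competing unlabeled TCR2 RNA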
# EBNA-1 inh – blocks EBNA-1 binding to DNA. EBNA-1 DNA binding, fluorescence polarization. inhibition, % at 14.8 µM. 0.34% of 300,000 active; in the data active = inhibition above about 28%
# Efflux pump inh – blocks antifungal efflux pumps in multiplex yeast assay | S. cerevisiae Candida pump triplex, Nile Red efflux | inhibition, % at 10 µM | 0.44% of 330,000 active | AID 485275;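 active = plate passing quality check with inhibition over a set limit, or well fluorescence over plate mean plus 4 SD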;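 note: Nile Red retained in pooled yeast measured as flow cytometry median fluorescence; 0% = buffer negative control and 100% = Enniatin B positive control; higher means more Nile Red kept so more efflux inhibition; some compounds called inactive have numbers as strong as hits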
# Bcl-xL primary – inhibitors of human Bcl-xL; GST-Bcl-xL / FITC-Bim BH3 peptide fluorescence polarization; inhibition, % at 10.9 µM; 0.7% of 320,000 active;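 active = inhibition above the mean of all tested compounds plus 3 SD, cutoff set per campaign, cut at about 30% in these data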;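 note: 0% = DMSO wells and 100% = unlabeled Bim-BH3 peptide competitor; inhibitors lower millipolarization by displacing the labeled peptide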
# GLD-1 TGE inh – GLD-1-TGE RNA interaction inhibition (C. elegans). Q17339. purified GLD-1 + fluorescein TGE RNA, fluorescence polarization. inhibition, % at 5.96 µM. 0.44% of 320,000 active. AID 2280;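 active = percent inhibition above a per-plate cutoff, the plate mean of test compounds plus 3 SD, cut at about 30% in these data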;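 note: 0% = DMSO wells with GLD-1 and probe and 100% = wells lacking GLD-1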
# Target sequence (Q17339 whole entry, looked up): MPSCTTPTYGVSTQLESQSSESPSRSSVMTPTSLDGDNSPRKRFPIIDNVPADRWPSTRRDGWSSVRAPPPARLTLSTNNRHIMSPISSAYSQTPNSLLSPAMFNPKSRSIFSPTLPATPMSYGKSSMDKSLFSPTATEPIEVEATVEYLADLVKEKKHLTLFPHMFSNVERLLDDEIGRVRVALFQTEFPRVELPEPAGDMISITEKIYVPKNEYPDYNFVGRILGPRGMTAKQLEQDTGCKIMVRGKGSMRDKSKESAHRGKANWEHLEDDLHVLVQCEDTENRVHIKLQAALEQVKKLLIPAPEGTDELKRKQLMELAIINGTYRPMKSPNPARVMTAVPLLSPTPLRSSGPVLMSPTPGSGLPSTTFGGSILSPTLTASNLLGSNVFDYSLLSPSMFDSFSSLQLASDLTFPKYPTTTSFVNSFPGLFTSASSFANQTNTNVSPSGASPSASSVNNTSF
# MCL1-BIM inh – disrupts human MCL1 binding to BIM-BH3 peptide; Q07820; GST-MCL1 / FITC-Bim-BH3 fluorescence polarization; inhibition, % at 10.9 µM; 0.68% of 320,000 active; AID 2057;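 active = inhibition above the mean inhibition of all tested compounds plus 3 SD, set per campaign, cut at about 40% in these data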;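 note: 0% = DMSO wells and 100% = unlabeled Bim-BH3 peptide control; higher means more loss of mP so more displacement of Bim peptide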
# Target sequence (Q07820 whole entry, looked up): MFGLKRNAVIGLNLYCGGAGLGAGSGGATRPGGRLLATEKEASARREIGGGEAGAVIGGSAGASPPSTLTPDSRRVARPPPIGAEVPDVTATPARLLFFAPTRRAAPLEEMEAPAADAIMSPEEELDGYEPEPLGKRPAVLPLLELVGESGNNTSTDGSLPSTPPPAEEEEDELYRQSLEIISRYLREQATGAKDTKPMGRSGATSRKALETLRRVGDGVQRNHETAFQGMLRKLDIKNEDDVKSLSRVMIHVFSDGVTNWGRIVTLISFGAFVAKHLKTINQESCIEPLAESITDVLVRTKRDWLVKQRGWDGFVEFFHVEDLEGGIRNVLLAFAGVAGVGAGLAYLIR
# Yeast superoxide – caloric restriction mimetics inhibiting age-related superoxide in yeast; 0.18% of 330,000 active; superoxide response (% of plate mean), % at 10 µM; S. cerevisiae aged cells, superoxide DHE fluorescence; stronger effect = lower value; AID 2690;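 active = superoxide response under a set limit, about three screen SD below normal, cut at about 65% in these data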;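 note: yeast aged for seven days with compound at 30 °C before DHE staining; 100% = average MFI of all compound-treated wells on the plate with controls excluded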
# ZTA counter – blocks Epstein-Barr virus ZTA, an EBNA-1 counter-screen; P03206; ZTA-DNA binding, fluorescence polarization; inhibition, % at 11 µM; 0.15% of 320,000 active; in the data active = inhibition above about 33%
# Target sequence (P03206 whole entry, looked up): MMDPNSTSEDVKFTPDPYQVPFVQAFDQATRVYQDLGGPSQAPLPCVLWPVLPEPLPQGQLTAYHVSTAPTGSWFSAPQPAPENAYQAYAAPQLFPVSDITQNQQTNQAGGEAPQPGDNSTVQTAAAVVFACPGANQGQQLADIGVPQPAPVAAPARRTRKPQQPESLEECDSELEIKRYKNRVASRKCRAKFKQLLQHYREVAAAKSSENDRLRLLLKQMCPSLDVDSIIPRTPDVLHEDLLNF
# * marks the source's active call; other numbers are inactive results; nt = no result given.
# Values run as follows: Fam108B inh	MEX-5 binding	EBNA-1 inh	Efflux pump inh	Bcl-xL primary	GLD-1 TGE inh	MCL1-BIM inh	Yeast superoxide	ZTA counter
Cc1nn(C)c(C(=O)NNC(=O)Nc2cccc(C(F)(F)F)c2)c1Cl
→ 3	0.5	0	0.0	6	-4	7	96	12
Cc1ccc(O)c(NC(=O)CSc2n[nH]c(-c3ccccc3)n2)c1
→ -2	1.1	11	0.1	9	-1	8	106	8
Cc1ccc(-n2nnc3c(=O)n(Cc4ccccn4)cnc32)cc1C
→ 4	1.9	1	-0.1	4	8	-3	91	-11
CCCN(CCC)CCNS(=O)(=O)c1ccc2c(c1)oc(=O)n2C
→ 0	-2.2	-13	0.1	2	9	13	100	5
CCC(Oc1ccc2c(c1)C(=O)CC(C)(C)O2)C(=O)NCCN1CCCCCC1 (stereo not given)
→ -2	1.9	17	0.1	2	-7	-1	100	8
CNC(=S)N/N=C/c1cn(Cc2c(F)cccc2Cl)c2ccccc12
→ 0	1.0	2	-13	-1	0	6	96	1
C#CCOc1ccc(/C=C2/C(=O)NN(c3ccccc3)C2=O)cc1OC
→ 3	-2.7	0	-0.1	5	8	3	111	-15
CCN=c1scc(C)n1/N=C/c1cc(Br)c(O)c(Br)c1
→ 21*	0.2	8	0.1	7	5	12	92	-7
O=C(NN=C1CCCCCC1)C(=O)Nc1cccc(Br)c1
→ -3	-1.0	3	-0.2	7	3	11	93	-4
CCN1CCCn2c1nc1c2c(=O)n(C)c(=O)n1C
→ 2	-1.4	-4	0.3	-3	8	-3	105	20
CC(=O)OC[C@H]1COc2ccc3ccccc3c2[C@H]1N(C)C(C)=O
→ 6	1.1	-2	-0.1	10	4	12	81	5
Cn1c(=O)[nH]c(=O)c2c1nc(NCCCO)n2CCOc1ccccc1
→ 2	-1.1	12	-0.1	6	6	1	85	12
O=C(NCc1cccnc1)c1cnc2sccn2c1=O
→ 2	3.4	-4	0.2	9	6	9	112	-12
CCOc1ccc(-n2cnnn2)cc1S(=O)(=O)NCc1ccccc1
→ -7	1.2	2	0.1	-1	1	-6	99	16
COc1ccccc1-c1nnc(N)s1
→ -2	-1.2	2	-0.1	10	1	6	90	-10
COc1ccc(-c2cccc(NC(=O)c3ccco3)c2)nn1
→ 4	-1.4	13	-0.1	10	-2	5	94	8
Cc1ccc(C)c(N(CC(=O)N2CCCCCC2)S(C)(=O)=O)c1
→ -6	4.7	-12	0.0	-6	5	-3	96	-15
CCc1nnc(NS(=O)(=O)c2ccc(N)cc2)s1
→ -1	-0.7	-1	-0.1	-1	4	-16	97	12
CC(=O)COc1cc(C)cc2oc(=O)cc(-c3ccccc3)c12
→ -2	1.7	8	0.0	-5	4	-16	76	1
C=CCNc1nc(C(=O)OCC(=O)c2ccc(OC)cc2OC)cs1
→ -4	0.5	-2	0.0	5	-2	7	98	-2
OC(COc1ccc(-c2ccccc2)cc1)CN1CCOCC1 (stereo not given)
→ 2	-0.1	0	0.3	3	2	2	94	12
O=C1OC(CCl)CN1Cc1ccc([N+](=O)[O-])cc1 (stereo not given)
→ 1	-0.4	2	0.0	5	5	6	118	-17
CCOC(=O)c1csc(-c2ccc([N+](=O)[O-])cc2)n1
→ -1	1.0	2	-0.1	0	3	-6	95	4
c1ccc(Nc2nc(Nc3ccccc3)nc(N3CCNCC3)n2)cc1
→ 1	0.6	7	-0.1	8	0	2	106	-3
COc1ccc(NC(=S)NNC(=O)Cn2nc([N+](=O)[O-])cc2C)cc1
→ 0	-2.3	-7	0.3	2	6	8	120	-8
Cc1c(CCC(=O)NCCCN2CCCC2=O)c(=O)oc2cc(O)ccc12
→ 8	-1.3	9	-0.1	4	0	-1	108	8
Cc1cccc2c(=O)c(C(=O)NCCCN3CCOCC3)c[nH]c12
→ -4	-0.1	11	0.0	10	2	12	92	-1
CCC1CCCCN1C(=S)Nc1ccc(SC(F)F)cc1 (stereo not given)
→ 2	-3.3	0	-0.1	3	0	7	113	-3
Cc1ccc(Nc2nc(-c3c(C)nc4ncccn34)cs2)cc1
→ 11	-0.5	1	-0.3	9	7	12	106	-1
CC(C)=N/N=C1/NC(=O)C(CC(=O)Nc2cc(Cl)ccc2C)S1 (stereo not given)
→ 0	-3.0	-1	-0.3	7	11	4	94	15
COc1ccc(OC)c(/C=C/C(=O)OCC(=O)Nc2cccc(Oc3ccccc3)c2)c1
→ 17	-1.4	14	-0.2	6	5	4	97	10
CCn1c2ccccc2c2cc(NC(=O)CN3CCCC3)ccc21
→ -1	-0.3	-2	0.2	7	-7	9	98	1
COC(=O)c1ccc([N+](=O)[O-])c(CS(=O)(=O)c2ccc(Cl)cc2)c1
→ 3	0.4	0	-0.1	5	-1	-2	79	-9
COCC1CCCN(Cc2nc(-c3ccc4c(c3)OCO4)no2)C1 (stereo not given)
→ -1	-1.5	-9	0.1	1	-1	-4	97	-3
OC1(c2ccc3c(c2)OCO3)CCN(Cc2ccc(F)cc2)CC1
→ 2	-3.5	-3	-0.1	5	0	6	85	-5
Cc1nc2ccccn2c1C(=O)/C=C/c1ccc(F)cc1
→ 2	1.0	0	0.0	1	-4	9	113	21
COc1ccc(OC)c(NC(=O)CSc2ccccc2)c1
→ -2	0.1	-17	0.0	2	7	1	100	-4
Cn1c(CC(=O)Nc2ccc(F)cc2)c(Sc2ccccc2)c2ccccc21
→ 0	2.2	9	-0.1	6	5	16	82	-9
COc1ccc(C2C(C(N)=O)=C(C)Nc3nc(-c4ccccc4OC)nn32)cc1OC (stereo not given)
→ 2	-2.2	-4	-0.1	7	11	1	96	-4
COc1ccccc1OCCCOc1ccc(C)cc1Br
→ -9	1.2	-16	0.5	-2	7	-4	97	-10

# Compound profiles (already shown).
# Profile of COc1ccc(C2C(C(N)=O)=C(C)Nc3nc(-c4ccccc4OC)nn32)cc1OC (stereo not given) : Fam108B inh = 2; MEX-5 binding = -2.2; EBNA-1 inh = -4; Efflux pump inh = -0.1; Bcl-xL primary = 7; GLD-1 TGE inh = 11; MCL1-BIM inh = 1; Yeast superoxide = 96; ZTA counter = -4
# Profile of Cc1ccc(C)c(N(CC(=O)N2CCCCCC2)S(C)(=O)=O)c1 : Fam108B inh = -6; MEX-5 binding = 4.7; EBNA-1 inh = -12; Efflux pump inh = 0.0; Bcl-xL primary = -6; GLD-1 TGE inh = 5; MCL1-BIM inh = -3; Yeast superoxide = 96; ZTA counter = -15

# Part of the list above in order of length of the SMILES, low to high:
# Values run as follows: Fam108B inh	MEX-5 binding	EBNA-1 inh	Efflux pump inh	Bcl-xL primary	GLD-1 TGE inh	MCL1-BIM inh	Yeast superoxide	ZTA counter
Cc1nc2ccccn2c1C(=O)/C=C/c1ccc(F)cc1
→ 2	1.0	0	0.0	1	-4	9	113	21
CCOC(=O)c1csc(-c2ccc([N+](=O)[O-])cc2)n1
→ -1	1.0	2	-0.1	0	3	-6	95	4
Cc1c(CCC(=O)NCCCN2CCCC2=O)c(=O)oc2cc(O)ccc12
→ 8	-1.3	9	-0.1	4	0	-1	108	8

# Continuation.
# Values run as follows: Fam108B inh	MEX-5 binding	EBNA-1 inh	Efflux pump inh	Bcl-xL primary	GLD-1 TGE inh	MCL1-BIM inh	Yeast superoxide	ZTA counter
CC(C)[C@@H]1N[C@]2(C(=O)Nc3ccccc32)[C@@H]2C(=O)N(c3cccc(C(F)(F)F)c3)C(=O)[C@@H]21
→ -1	-0.4	5	0.0	0	8	0	96	-1
CCOc1cc(Cl)c(NC(=O)CC)cc1OCC
→ 1	1.2	-12	0.1	-1	4	-7	98	3
CC(C)N1CC(O)=C(c2nc3ccccc3c(=O)[nH]2)C1=N
→ -2	-3.8	9	-0.2	-2	4	4	93	-1
O=C(Nc1ccc(F)cc1F)c1cc(-c2ccc3c(c2)OCO3)on1
→ -2	0.2	-7	0.7	2	-4	-1	113	-1
C#CC(=O)N(c1ccc(OC)cc1OC)C(C(=O)NC1CCCC1)c1cccs1 (stereo not given)
→ 0	-0.2	4	0.3	-5	0	-15	116	1
C=CCN1C(=O)C(CC(=O)O)SC1=Nc1ccc(C)cc1 (stereo not given)
→ -3	-1.6	4	0.1	4	-5	3	95	-3
CCOc1ccc(NC(=O)NCC2CCN(Cc3ccc(F)cc3)CC2)cc1
→ 0	-1.0	-4	0.0	-1	-1	-3	93	3
CCCc1cc(=O)oc2cc(C)cc(OC(C)C(=O)NCc3cccnc3)c12 (stereo not given)
→ -2	-0.6	-2	0.5	5	-4	1	91	-6
CCOC(=O)/C=C/C(=O)Nc1ccc(-c2nnc3n2CCCCC3)cc1
→ -3	1.8	2	0.1	2	2	3	113	0
O=C(c1cccc(Br)c1)N1CCN(S(=O)(=O)N2CCCCCC2)CC1
→ 3	-4.5	-4	0.0	-9	4	-9	95	6
O=C(CCC1CCCCC1)Nc1c2c(nn1-c1ccc(F)cc1)CS(=O)(=O)C2
→ 3	2.2	-4	0.0	0	-2	-5	99	3
O=C1Nc2ccc(Br)cc2C1=Nc1cccnc1
→ 5	-1.1	-3	0.3	5	-7	-1	89	-5
Cc1cc(N2CCN(C)CC2)nc(-c2ccccc2O)n1
→ -1	0.9	1	0.0	9	6	8	89	-8
Cc1ccc(C(c2nnnn2CS(=O)(=O)c2ccc(C)cc2)N2CCN(c3ncccn3)CC2)cc1 (stereo not given)
→ -1	1.4	-12	0.3	4	-3	3	116	-9
NC(=O)c1cc(S(=O)(=O)N2CC=C(c3ccccc3)CC2)cs1
→ -7	-1.4	2	-0.1	3	1	7	99	-5
CC(/C=N/Nc1nc(N2CCCCC2)nc(N2CCCCC2)n1)=C\c1ccccc1
→ 1	0.0	-5	0.0	4	4	7	97	-3
CCc1cccc(NC(=O)C2CCCN(c3ncnc4c3nc3n4CCCCC3)C2)c1 (stereo not given)
→ -4	-2.0	-2	0.0	9	4	7	95	2
COc1ccc(S(=O)(=O)N2CCN(C(=O)c3c(C)nn(-c4ccccc4)c3C)CC2)cc1
→ nt	nt	nt	0.0	3	-2	1	83	0
O=C(Cc1ccccc1)Nc1ccnn1C1CCN(Cc2nccs2)CC1
→ 0	3.6	-1	-0.1	0	-1	7	98	-6
Clc1cccc(Cl)c1/C=N/Nc1c(Cl)cncc1Cl
→ -1	-0.4	1	-0.1	3	-3	0	103	-2

# Arranged by the number under MCL1-BIM inh (falling): some entries from above.
compound	MEX-5 binding	EBNA-1 inh	Efflux pump inh	Bcl-xL primary	GLD-1 TGE inh	MCL1-BIM inh
Clc1cccc(Cl)c1/C=N/Nc1c(Cl)cncc1Cl	-0.4	1	-0.1	3	-3	0
O=C1Nc2ccc(Br)cc2C1=Nc1cccnc1	-1.1	-3	0.3	5	-7	-1
O=C(CCC1CCCCC1)Nc1c2c(nn1-c1ccc(F)cc1)CS(=O)(=O)C2	2.2	-4	0.0	0	-2	-5

# (more compounds)
smiles	Fam108B inh	MEX-5 binding	EBNA-1 inh	Efflux pump inh	Bcl-xL primary	GLD-1 TGE inh	MCL1-BIM inh	Yeast superoxide	ZTA counter
CCN(CC)S(=O)(=O)N1CCC(C(=O)NCCN2CCOCC2)CC1	3	1.5	4	0.0	7	1	7	83	6
COc1cccc(C(=O)c2ncc(C(F)(F)F)cc2Cl)c1	0	2.8	-5	-0.1	0	-2	-3	103	-4
Cc1cccc(NC(=O)COc2ccccc2C(=O)NC(C)c2ccccc2)c1 (stereo not given)	-5	2.1	-7	-0.1	1	8	9	97	-8
COC(=O)Nc1ccc(S(=O)(=O)N2CCCCCC2)cc1	-5	-0.7	-4	4.4	-1	3	2	100	-5
CCCc1cc(=O)oc2c3c(c(Cl)cc12)OCN(CCCO)C3	1	-1.9	-14	0.0	76*	48*	89*	132	-13
